BAP1 block: inhibitors of BAP1 deubiquitinase, primary screen, biochemical, Ub-AMC fluorescence, kinetic; Ubiquitin carboxyl-terminal hydrolase BAP1 (Homo sapiens), Q92560; recombinant BAP1, Ub-AMC hydrolysis fluorescence kinetic; stronger effect = lower value; hit rate 0.48% among 72,000; AID 436, 2006; activity remaining (% of control), % at 20 µM;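 active means activity remaining at or below 50% of control, provided the compound also passes the data quality filters; inactive means the rest, including low values that fail the filters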;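 further: 100% = DMSO wells rate and 0% = substrate alone blank rate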
Target sequence (Q92560 whole entry, looked up): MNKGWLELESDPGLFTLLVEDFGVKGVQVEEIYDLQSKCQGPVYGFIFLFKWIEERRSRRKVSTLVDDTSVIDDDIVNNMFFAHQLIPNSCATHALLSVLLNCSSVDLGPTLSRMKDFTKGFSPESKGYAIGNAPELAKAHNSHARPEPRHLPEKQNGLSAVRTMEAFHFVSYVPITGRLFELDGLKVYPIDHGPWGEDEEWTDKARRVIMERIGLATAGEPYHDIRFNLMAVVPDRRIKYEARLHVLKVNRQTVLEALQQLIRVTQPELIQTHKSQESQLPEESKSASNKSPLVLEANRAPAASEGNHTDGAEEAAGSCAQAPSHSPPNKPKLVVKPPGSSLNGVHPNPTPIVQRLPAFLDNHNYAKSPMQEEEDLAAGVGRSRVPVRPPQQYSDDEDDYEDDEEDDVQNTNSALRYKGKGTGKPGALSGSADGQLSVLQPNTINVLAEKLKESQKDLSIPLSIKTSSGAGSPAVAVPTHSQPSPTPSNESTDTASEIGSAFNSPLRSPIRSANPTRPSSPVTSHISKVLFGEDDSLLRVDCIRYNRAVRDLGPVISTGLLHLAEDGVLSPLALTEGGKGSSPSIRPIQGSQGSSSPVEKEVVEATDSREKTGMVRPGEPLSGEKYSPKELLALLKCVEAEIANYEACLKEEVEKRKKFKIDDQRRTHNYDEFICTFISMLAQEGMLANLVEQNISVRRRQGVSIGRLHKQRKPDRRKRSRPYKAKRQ
HePTP inh: inhibitors of human HePTP phosphatase, primary screen, biochemical, absorbance, leukemia target. recombinant HePTP phosphatase activity, OD absorbance. inhibition, % at 20 µM. hit rate 0.64% among 110,000. AID 521, 2006; in the data active means inhibition above about 50%;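 further: plate controls were vehicle for no effect and reference inhibitor for full effect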
Target sequence (P35236 whole entry, looked up): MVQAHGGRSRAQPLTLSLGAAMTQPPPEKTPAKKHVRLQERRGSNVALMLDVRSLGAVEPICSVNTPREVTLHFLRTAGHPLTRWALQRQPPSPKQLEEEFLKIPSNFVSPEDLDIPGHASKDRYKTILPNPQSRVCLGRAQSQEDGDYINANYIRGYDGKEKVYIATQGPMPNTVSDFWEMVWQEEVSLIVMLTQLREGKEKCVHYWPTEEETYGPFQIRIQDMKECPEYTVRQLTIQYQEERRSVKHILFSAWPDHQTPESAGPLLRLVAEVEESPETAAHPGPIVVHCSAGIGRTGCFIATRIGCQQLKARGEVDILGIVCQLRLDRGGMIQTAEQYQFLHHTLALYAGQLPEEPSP
* marks the source's active call; other numbers are inactive results; . = not tested or not shown; & = joins results of further samples.

item	Molecule	BAP1 block	HePTP inh
1	CCN(CC)CCNC(=O)CS(=O)Cc1nc(-c2ccc(Cl)cc2)oc1C (configuration not stated)	108	-4
2	O=C(Nc1ccc(Cl)cn1)c1ccc(-c2ccc(Cl)cc2)o1	122	.
3	O=C(COc1ccc(Br)cc1)Nc1cccc(NC(=O)c2ccccc2Cl)c1	.	11
4	CN(c1ccc(C(=O)NCCc2ccccc2)cc1)S(=O)(=O)c1ccccc1	139	.
5	COc1ccc(OCC(=O)N2c3ccc(C)cc3-c3c(ssc3=S)C2(C)C)cc1	.	3
6	CC1(C)c2ssc(=S)c2-c2ccccc2N1C(=O)c1ccco1	57	-11
7	O=C(Cc1ccccc1)Nc1ccc(NC(=O)c2ccco2)nc1	106	-7
8	Cc1ccccc1OCC(=O)Nc1ccccc1CO	94	3&-6
9	COc1cc(C(C#N)N2CCCCC2)ccc1O (configuration not stated)	84	3
10	CC(=O)OCN(C#N)c1nc(N(C)C)nc(N(C)C)n1	108	1
11	O=C(Nc1ccccc1)Nc1nnc(CSCc2ccccc2F)s1	.	5
12	CCCS(=O)(=O)N1CCN(C(=O)COc2ccc(-c3ccccc3)cc2)CC1	104	-2
13	Cc1cc2cc(CN(C(=O)C3CC3)C3CCCC3)c3nnnn3c2cc1C	89	11
14	O=C(O)c1ccc(OC(F)(F)C(F)C(F)(F)F)cc1 (configuration not stated)	101	3
15	N#Cc1c2c(c(N3CCN(c4ccccn4)CC3)n3c1nc1ccccc13)CCC2	.	6&6
16	Cc1ccc(S(=O)(=O)/N=C(\N)Nc2nc(C)c3ccccc3n2)cc1	.	-18
17	C/C(CCc1ccccc1)=N\NC(=O)CN(Cc1ccco1)S(=O)(=O)c1ccccc1	.	8
18	Cc1c(OCC(=O)OC(C)(C)C)ccc2c(-c3ccccc3)cc(=O)oc12	.	9
19	Cc1cccc(N(C)c2cc(C)nc3nc(C)nn23)c1	102	-6
20	Cn1cccc1Cc1nnc(SCC(=O)N2CCCCCC2)n1-c1ccc(F)cc1	90	7
21	CCc1nc(Nc2ccncc2)c2oc3ccccc3c2n1	.	9
22	O=C(NCCCNCc1ccccc1)c1ccncc1	96	7
23	COCCN(C(=O)Nc1ccccc1)c1ccccc1C	170	0
24	CC(=O)Nc1sc2c(c1C#N)CC(C)(C)NC2(C)C	100	2
25	CCCc1cc(=O)[nH]c(SCC(=O)N(CC(C)C)C2CCS(=O)(=O)C2)n1 (configuration not stated)	116	11
26	CCCC(=O)C1=C(O)C(C(=O)OC)C(C)(C)CC1=Nc1cccc2ccccc12 (configuration not stated)	.	-1
27	CCc1ccc2[nH]c(=O)c(CN(CCN3CCOCC3)C(=O)Nc3ccccc3F)cc2c1	89	14
28	C/C(=N/NC(=O)C(=O)N/N=C(/C)c1ccccc1)c1ccccc1	.	6
29	CCn1c(=O)c(-[n+]2ccccc2)c(O)c2ccccc21	102	5
30	CCn1cc(C(=O)N2CCN(Cc3ccc4c(c3)OCO4)CC2)c2cc(OC)c(OC)cc2c1=O	.	4
31	O=C(c1ccc(F)cc1)N1CCc2ccccc21	.	3
32	COc1ccccc1NC(=O)Nc1ccnn1Cc1cccs1	114	-6
33	Cc1ccc(C2CC(c3ccccc3Cl)n3nc(N)nc3N2)cc1 (configuration not stated)	94	5
34	NC(=O)CSc1nc2c(c(=O)n1-c1ccccc1)C1(CCCC1)Cc1ccccc1-2	75	.
35	Cc1oc(-c2ccc(Cl)cc2)nc1CN1CCC(C(=O)N2CCc3ccccc3C2)CC1	84	8
36	CC(=O)Nc1ccc(NC(=O)CSc2nccn2Cc2ccccc2)cc1	96	3
37	Cc1cccn2c(=O)c3cc(C(N)=S)c(=N)n(CCCOC(C)C)c3nc12	74	10
38	Cc1cc(NC(=O)c2ccc([N+](=O)[O-])cc2)ccc1-c1cc2ccccc2oc1=O	.	7
39	CC(NC(=O)/C(C#N)=C/c1ccc(Cl)c(Cl)c1)c1ccccc1 (configuration not stated)	.	5
40	CSc1ccccc1NC(=O)c1cccs1	93	-4
41	COc1ncnc2c1N[C@@](C)(O)c1c(F)c(F)c(F)c(F)c1S2	92	-2
42	CC1=C(C(=O)Nc2ccccc2)C(c2ccccc2)NC(=O)N1 (configuration not stated)	54	.
43	O=C(O)CCC(=O)NNc1nc(-c2ccccc2)c2cc(Cl)ccc2n1	.	3
44	CC(C)c1ccc(C2CC(=O)Nc3c2ccc2ccccc32)cc1 (configuration not stated)	.	-12
45	Cc1c(C(=O)O)oc2c3c(ccc12)OCCO3	95	7
46	CCC(=O)NC(Nc1cc(C)ccn1)(C(F)(F)F)C(F)(F)F	.	9
47	Cc1nc(NC(=O)COC(=O)C(NC(=O)c2ccco2)C(C)C)c(Cl)cc1Cl (configuration not stated)	87	10
48	CC=CCOC(=O)C1=C(C)NC(=O)NC1c1ccc(CC)cc1 (configuration not stated)	88	.
49	COc1ccc(Cn2nnnc2C(CC(C)C)N2CCN(c3ccccc3)CC2)cc1 (configuration not stated)	81	10
50	O=C1c2ccc3c4c(ccc(c24)C(=O)N1Nc1ccccc1)CC3	.	1
51	Cc1nnc(NC(=O)C2C3C=CC(O3)C2C(=O)O)s1 (configuration not stated)	111	7
52	Cn1c(N)c(C(=O)COC(=O)c2cccs2)c(=O)n(C)c1=O	120	.
53	COc1ccc(N(CC(=O)NCc2ccccn2)S(=O)(=O)c2ccccc2[N+](=O)[O-])c(OC)c1	.	6
54	O=C(CCCN1C(=O)c2ccccc2C1=O)Nc1ccc(Br)cn1	100	0
55	Cc1ccc(C2/C(=C(/O)c3ccccc3)C(=O)C(=O)N2CCN2CCOCC2)o1 (configuration not stated)	81	1
56	CCOC(=O)c1ccc(NC(=O)COc2ccc(-n3cnnn3)cc2)cc1	.	36
57	Cc1ccc(-[n+]2c(C)c(C(=O)c3ccccc3)n3c(C)csc32)cc1	83	.
58	CCc1cc2c(=O)n(Cc3ccco3)c(SCC(=O)N3CCCc4ccccc43)nc2s1	.	8
59	CCOC(=O)C(CC(C)C)CP(=O)(O)CNC(=O)OCc1ccccc1 (configuration not stated)	97	-1
60	COc1ccc(Cl)cc1N(CC(=O)N1CCCCCC1)S(=O)(=O)c1ccc(C)c([N+](=O)[O-])c1	.	0

Remaining list, next part.
item	Molecule	BAP1 block	HePTP inh
61	Cc1ccc(-n2cnnn2)cc1-n1cnnn1	.	-14
62	O/N=C(/Cc1ccccn1)c1ccccc1	97	13
63	COc1cccc(/C=N/Nc2nc(N3CCCCC3)nc(N3CCCCC3)n2)c1O	.	-9
64	CCOc1ccc(NCC(=O)N/N=C/c2cc([N+](=O)[O-])ccc2O)cc1	.	11
65	C=C1c2cc(C)ccc2NC(=O)N1c1ccc(Cl)c(Cl)c1	.	0
66	COc1ccccc1CNC(=O)COc1ccc(Cl)cc1C	.	-6
67	Cc1c(NC(=S)NCc2ccccc2)c(=O)n(-c2ccccc2)n1C	.	-6
68	Fc1ccc(-n2[nH]nnc2=S)cc1N1CCCC1	.	1
69	COc1cccc(CNC(=O)C2CCN(S(=O)(=O)N3CCCC3)CC2)c1	93	2
70	CC1(C)CC(=O)c2sc(NC(=O)CSc3nc4ccccc4[nH]3)nc2C1	.	0
71	COc1ccc(CCNC2CCN(Cc3ccccc3)CC2)cc1OC	.	-14
72	CCCCOc1ccc(C(=O)Nc2ccc(Cl)cn2)cc1	.	-16
73	CCn1c2ccccc2c2cc(CN3CCN(Cc4cc(OC)c(OC)cc4[N+](=O)[O-])CC3)ccc21	.	11
74	CC(C)Cn1c(N)c(C(=O)NCC2CCCO2)c2nc3ccccc3nc21 (configuration not stated)	411	14
75	CCc1ccc(-c2nc(CN3CCC(C(=O)NCc4ccc(F)cc4)CC3)c(C)o2)cc1	149	5
76	COC(=O)C1=C(C)NC(=O)NC1c1cc(OC)c(OC)cc1OC (configuration not stated)	.	-6
77	CCOc1cc(C(=O)N(C)c2ccccc2)cc(OCC)c1OCC	96	-1&-2
78	CN(CCC(=O)NC1CC(C)(C)N(C)C(C)(C)C1)C1CC(C)(C)N(C)C(C)(C)C1	.	-8
79	COc1ccc(S(=O)(=O)N2CCCC2)cc1Br	.	-4
80	CCOC(=O)/C=C/C(=O)Nc1sc(Cc2ccccc2)c(C)c1C(N)=O	.	-9
81	Cc1ccc(NC(=O)CSC2=C(C#N)C(c3ccco3)C3=C(CC(C)(C)CC3=O)N2)cc1 (configuration not stated)	60	2
82	COC(=O)CNc1n[nH]c(=S)[nH]c1=O	90	0
83	O=C(NCCOc1ccccc1)c1cccc(C(=O)NCCOc2ccccc2)c1	.	1
84	CN(c1ccccc1)c1ccc(/C=C2\N=C(c3ccccc3)OC2=O)cc1	.	10
85	O=C(O)c1ccccc1C(=O)c1ccc(F)c(F)c1	.	4
86	O=C(Nc1ccc2c(c1)CCC2)C1CCN(c2ncccn2)CC1	119	7
87	COc1ccc(C(=O)N2CCCCC2)cc1S(=O)(=O)Nc1cccc(Br)c1	201	.
88	COc1ccccc1C1/C(=C(/O)c2ccccc2)C(=O)C(=O)N1CC(C)O (configuration not stated)	66	6
89	C#CCOc1ccc(/C=C2\C(=O)NC(=O)N(c3ccc(Cl)cc3)C2=O)cc1OC	.	2
90	COc1ccc(S(=O)(=O)Nc2ccc3c(c2)OCO3)cc1C(=O)O	95	0
91	COc1ccc(-n2ncc3c(Nc4cccc(C)c4)ncnc32)cc1	143	4
92	CCOC(=O)C1CCCN(C(=O)c2ccco2)C1 (configuration not stated)	110	6
93	O=C(NCc1ccccn1)c1ccc(CS(=O)(=O)Cc2ccc(Cl)cc2)o1	94	10
94	N/C(=N\OC(=O)Cc1ccc(Cl)cc1)c1ccccn1	.	-14
95	O=C(Nc1ccccc1F)c1cc(-c2ccco2)nc2ccccc12	.	24
96	C/C(=N/NC(=O)c1ccccc1N)c1cccs1	.	-2
97	COC(=O)c1c(C)oc2ccc(OC(C)C(=O)O)cc12 (configuration not stated)	.	2
98	CN(C)CCOC(=O)CCN1C(=O)/C(=C/c2ccccc2Cl)SC1=S	.	6
99	O=C1c2ccccc2C(=O)c2c([N+](=O)[O-])ccc(N3CCCCC3)c21	.	-8
100	Cc1sc(NC(=O)C2CC2c2ccccc2)c(C#N)c1C (configuration not stated)	.	5
101	O=C/C(=C\Nc1ccc(Cl)cn1)c1nc2cc(Cl)ccc2o1	.	4
102	O=c1[nH]c(-c2ccc(Cl)cc2)nc2c1cnn2-c1ccccc1	57	10
103	COc1cccc(/C=N/NC(=O)C(=O)N2CCCCCC2)c1OC	.	2
104	O=C(NCCOc1ccc(F)cc1)c1ccccc1-c1ccccc1	.	5
105	CN1CN=C2SC3(COC(c4ccccc4Cl)OC3)C(=O)N2C1 (configuration not stated)	.	3
106	O=[N+]([O-])c1cccc(/C=N\N2CCN(C(c3ccccc3)c3ccccc3)CC2)c1	.	-17
107	CCOc1ccc(S(=O)(=O)Nc2cc(OC)ccc2OC)cc1	81	8
108	O=C(Cn1nc(C(F)(F)F)c2c1CCC2)NC1CCCCC1	105	1
109	CCOC(=O)C(=CNc1ccccc1F)C(=O)OCC	.	-5
110	CCOc1ccccc1/C=N\N1CCN(c2ccccc2OC)CC1	.	2
111	COC(=O)c1sc2nc(-c3ccco3)ccc2c1N	63	5
112	CCOc1ccccc1CN1C(=O)NC(C)(c2ccccc2)C1=O (configuration not stated)	122	5
113	O=C(Nc1ccc(Cl)cc1)C1C2CCC3C(CCC21)C3(Cl)Cl (configuration not stated)	.	2
114	CS(=O)(=O)N1CCC(C(=O)NCc2ccc(F)cc2Cl)CC1	100	-4
115	C=CCC(C)(CC=C)NC(=O)c1ccccc1[N+](=O)[O-]	.	4
116	Cc1ccccc1C(=O)Nc1cccc(NC(=O)c2cccc(Br)c2)c1	86	.
117	CC(C)CN(CC(C)C)S(=O)(=O)c1ccc(C(=O)N2CCOCC2)cc1	.	-20
118	COc1ccc(C2CC(c3ccccc3)=NN2c2ccc([N+](=O)[O-])cc2)cc1 (configuration not stated)	.	8
119	O=C1ON=C(c2ccccc2)/C1=C\c1ccccc1OCc1ccccc1	.	2
120	CSc1ccc(S(=O)(=O)N2CCN(Cc3ccc4c(c3)OCO4)CC2)cc1	75	0

An excerpt of these results, with two lines to a compound.
Below each compound: BAP1 block, HePTP inh
119) O=C1ON=C(c2ccccc2)/C1=C\c1ccccc1OCc1ccccc1
    ., 2
113) O=C(Nc1ccc(Cl)cc1)C1C2CCC3C(CCC21)C3(Cl)Cl (configuration not stated)
    ., 2
115) C=CCC(C)(CC=C)NC(=O)c1ccccc1[N+](=O)[O-]
    ., 4
107) CCOc1ccc(S(=O)(=O)Nc2cc(OC)ccc2OC)cc1
    81, 8

Going on with the list.
item	Molecule	BAP1 block	HePTP inh
121	Nc1ccc2c(c1)C(=O)N(CCO)C2=O	106	.
122	Cc1cc(C)nc(NCC(O)COc2ccccc2C)n1 (configuration not stated)	101	-2
123	COc1cc(OC)cc(-c2nnc(SCc3cccnc3)o2)c1	92	0
124	COc1ccc(N2C(=O)NC(=O)/C(=C/c3ccc(-c4ccccc4[N+](=O)[O-])o3)C2=O)cc1	.	8
125	CCOc1ccc(S(=O)(=O)N2C(C)CCCC2C)cc1 (configuration not stated)	158	.
126	O=C(c1cc([N+](=O)[O-])ccc1Cl)N1CCN(C(c2ccccc2)c2ccccc2)CC1	.	2

Record cards, as listed above. Order of values: BAP1 block | HePTP inh
O=C(c1cc([N+](=O)[O-])ccc1Cl)N1CCN(C(c2ccccc2)c2ccccc2)CC1 is entered as . | 2
COc1cc(OC)cc(-c2nnc(SCc3cccnc3)o2)c1 is entered as 92 | 0
Cc1cc(C)nc(NCC(O)COc2ccccc2C)n1 (configuration not stated) is entered as 101 | -2
COc1ccc(N2C(=O)NC(=O)/C(=C/c3ccc(-c4ccccc4[N+](=O)[O-])o3)C2=O)cc1 is entered as . | 8

From PubChem BioAssay
